Bioassay records deposited in PubChem by National Center for Advancing Translational Sciences (NCATS).
aGlu spleen mod: qHTS Assay for Inhibitors and Activators of Human alpha-Glucosidase From Spleen Homogenate; Lysosomal alpha-glucosidase (Homo sapiens), P10253; human spleen homogenate, 4-MU-alpha-glucoside fluorescence; Potency, µM (top dose mostly 79.9 µM), for inactives: top-dose activity change, negative = inhibition, actives largely listed as inhibitors; actives 0.006% (n = 240,000); AID 2112, 2009;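 further: potency means the concentration at half of the fitted maximal effect; 0% = enzyme with vehicle and -100% = no enzyme basal signal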
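Human spleen homogenate (1 ug) incubated with compounds and 1 mM 4-methylumbelliferyl-alpha-D-glucopyranoside in pH 5.0 citrate/phosphate buffer, 37 C, 40 min. Stopped at pH 10; 4-MU fluorescence (Ex 365/Em 440 nm); AC50 by Hill fit.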
GAA glycogen mod: qHTS Assay for Inhibitors and Activators of Human alpha-Glucosidase Cleavage of Glycogen; Lysosomal alpha-glucosidase (Homo sapiens), P10253; recombinant GAA, glycogen substrate, Amplex Red glucose oxidase fluorescence; Potency, µM (doses to about 76.4 µM), for the others: top-dose activity change, negative = inhibition, usual class: inhibitors; actives 0.38% (n = 300,000); AID 2100, 2009;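 further: potency means the concentration at half of the fitted maximal effect; 0% = full enzyme reaction and -100% = no-enzyme basal signal; the screen sought inhibitors and activators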
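Recombinant human enzyme (4 nM); glycogen substrate; 37 C, 40 min, pH 5.0. Readout: coupled glucose oxidase/Amplex Red fluorescence.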
HTT cytoprotect: qHTS Multiplex Assay to Identify Dual Action Probes in a Cell Model of Huntington: Cytoprotection (ATP); PC12 HTT-Q103 induced, cytoprotection, ATP luminescence, 40 h; Potency, µM (doses to about 56.4 µM), inactives show cytoprotection (ATP increase), usual class: activators; actives 0.14% (n = 230,000); AID 1471, 2008;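 further: potency means the concentration at half of the fitted maximal effect; % of control where 0% means no effect; nearly all actives have a fitted effect of over 45% in size; toxic huntingtin expression switched on by the ecdysone agonist tebufenozide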
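Compounds were screened for protection of PC12 cells against cell death after tebufenozide induction (100 nM final) of mutant Huntingtin exon 1 (Q103) fused to GFP.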
GAA inhib: qHTS Assay for Inhibitors of Human alpha-Glucosidase as a Potential Chaperone Treatment of Pompe Disease; Lysosomal alpha-glucosidase (Homo sapiens), P10253; purified human GAA, 4-MU-alpha-glucoside fluorescence; Potency, µM (highest dose often 76.9 µM), for the others: top-dose activity change, negative = inhibition, actives largely listed as inhibitors; actives 0.005% (n = 200,000); AID 1466, 2008;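 further: potency means the concentration at half of the fitted maximal effect; plate controls were uninhibited enzyme wells for no effect and no-enzyme background for full effect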
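Fluorescence at Ex 365/Em 440 nm from 4-methylumbelliferone reported enzyme activity after 20 min at room temperature. Reactions used 4 nM enzyme and 400 uM substrate at pH 5.0; curves fitted with the Hill equation.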
HTT aggregate: qHTS Multiplex Assay to Identify Dual Action Probes in a Cell Model of Huntington: Aggregate Formation (GFP); PC12 HttQ103-GFP aggregates, Acumen cytometry, 40 h; Potency, µM (highest dose often 46.1 µM), for the others: at the highest dose activity change, negative = inhibition, most hits filed as inhibitors; actives 1.1% (n = 220,000); AID 1688, 2009; further: potency means the concentration at half of the fitted maximal effect; on the % scale 0 is the no-effect control and ±100 the full control effect; nearly all actives have a fitted effect of over 60% in size
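PC12 cells with ecdysone-inducible HTT exon1 Q103-GFP, induced by 100 nM tebufenozide, given compounds in a concentration series. GFP aggregates (1–25 um, 6 SD above background) counted in lysates by laser-scanning cytometry, 488 nm excitation.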
LMNA splice mod: qHTS Assay for Modulators of Lamin A Splicing; HeLa LMNA splicing GFP/RFP minigene ratio, 48 h; Potency, µM (titrated, usually from 46.1 µM), inactives show at the highest dose ratio change, negative = inhibition, most hits filed as inhibitors; actives 0.01% (n = 200,000); AID 1487, 2009; active means well fitted inhibition curve with a large enough effect in the signal ratio, with a control signal flat, not every such curve was filed as active; inconclusive means small, poorly fitted or top-dose-only effect, or effect the other way, or a change in a side signal; the % refers to the signal ratio; further: potency means the concentration at half of the fitted maximal effect; on the % scale 0 is the no-effect control and ±100 the full control effect
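S3 HeLa stable clones carrying a lamin A-EGFP splicing minigene plus DsRed2 were seeded at 600 cells/well in Opti-MEM with 2% FBS, pin-dosed and incubated 48 h at 37°C. Acumen cytometry (488 nm) gave the GFP/RFP total-intensity ratio.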
CBFb RUNX1 block: qHTS Assay for Compounds Blocking the Interaction Between CBF-beta and RUNX1 for the Treatment of Acute Myeloid Leukemia; Runt-related transcription factor 1 (Homo sapiens) + Core-binding factor subunit beta …; AlphaScreen CBFb-His/RUNX1-biotin binding, biochemical; Potency, µM (series often up to 59.8 µM), inactives show at the highest dose activity, negative = inhibition, hits mostly inhibitors; 230,000 tested, under 10 active; AID 1477, 2009; further: % of control where 0% means no effect
Target sequence (Q01196 whole entry, looked up): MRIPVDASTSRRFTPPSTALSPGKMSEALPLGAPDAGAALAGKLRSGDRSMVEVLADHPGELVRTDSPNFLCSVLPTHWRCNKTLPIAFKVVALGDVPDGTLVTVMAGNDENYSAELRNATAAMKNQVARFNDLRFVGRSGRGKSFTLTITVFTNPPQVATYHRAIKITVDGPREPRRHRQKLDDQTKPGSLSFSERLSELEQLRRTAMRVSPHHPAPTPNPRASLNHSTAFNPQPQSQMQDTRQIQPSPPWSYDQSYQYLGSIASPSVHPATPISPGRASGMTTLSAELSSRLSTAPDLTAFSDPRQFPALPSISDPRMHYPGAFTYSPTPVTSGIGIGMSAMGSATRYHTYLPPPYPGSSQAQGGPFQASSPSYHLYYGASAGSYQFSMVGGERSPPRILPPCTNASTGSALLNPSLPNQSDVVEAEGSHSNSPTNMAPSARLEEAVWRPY
Target sequence (Q13951 whole entry, looked up): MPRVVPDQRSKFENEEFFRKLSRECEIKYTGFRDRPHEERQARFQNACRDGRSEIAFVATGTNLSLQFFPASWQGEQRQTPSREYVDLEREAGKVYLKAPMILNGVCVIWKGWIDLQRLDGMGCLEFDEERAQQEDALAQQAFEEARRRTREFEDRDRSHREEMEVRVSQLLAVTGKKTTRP
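CBFb-His/RUNX1-biotin, 30 nM each, preincubated 20 min RT; compound 15 min RT; Ni + streptavidin beads 50 ng each, 90 min RT; AlphaScreen read.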
* hit, by the source's call; ? = inconclusive; . = not tested or not shown; & = joins results of further samples; [ ] = remark or other dose. Unless noted, the call rests on the fitted dose curve; in most records, active means well fitted curve in the direction sought with a large enough effect; inconclusive means small, poorly fitted or top-dose-only effect, or another doubt; inactive means no such curve, though single readings can be large; an effect the other way counts as inactive or inconclusive.

SMILES | aGlu spleen mod | GAA glycogen mod | HTT cytoprotect | GAA inhib | HTT aggregate | LMNA splice mod | CBFb RUNX1 block
CCC(C)(C(=O)NC1CCCCC1)N(Cc1cccs1)C(=O)c1ccccn1 (stereo not drawn) | -4.0% | -0.5% | -45.5% | 4.0% | 19.3% | . | 4.8%
Cc1ccc(S(=O)(=O)Oc2ccccc2/C=N/NC(=O)c2nn(C)cc2[N+](=O)[O-])cc1 | 4.7% | 8.1% | -12.2%[10 µM] | -2.7% | ? | -22.1% | -6.2%
CC(=O)Nc1ccc(N2C(=O)CC(N3CC(C)OC(C)C3)C2=O)cc1 (stereo not drawn) | 4.7% | -1.5% | -8.8% | -2.6% | -20.2% | 0.8% | 9.0%
Oc1c(C(c2ccc(F)cc2)N2CCc3ccccc3C2)sc2ncnn12 (stereo not drawn) | -13.4% | -4.6% | 0.3%[10 µM] | -1.7% | -22.5% | ? | 0.5%
CCC(=O)NCC(=O)OCC(=O)c1ccccc1 | 2.3% | -28.3% | 19.5%[1.9 µM] | -8.4% | -12.9% | -2.6% | -6.2%
O=c1[nH]c(C(F)(F)F)nc2ccccc12 | -0.1% | 1.3% | -6.1% | -2.9% | -9.7% | 3.2% | -1.0%
O=C(NC(=S)NCCc1ccccc1)c1ccco1 | -2.5% | -11.2% | -3.1% | -5.9% | 5.0% | 5.2% | 2.0%
COc1ccc2ccccc2c1CN1CCN(C)CC1 | -8.1% | 0.3% | 20.8% | -7.5% | 9.5% | -5.1% | -1.7%
CCOC(=O)C1=C(C)NC(=O)NC1c1ccc(OCC(N)=O)cc1 (stereo not drawn) | -4.4% | 0.6% | 41.7%[10 µM] | -11.4% | -14.1% | -7.3% | -1.1%
CCOC(=O)C1C(=O)C=C(C)C(C(=O)OCC)C1c1ccc(OC)cc1 (stereo not drawn) | -2.8% | -0.2% | -14.9% | -4.3% | 11.2% | 12.5% | 7.4%
O=C(c1ccccc1F)N1CCN=C1SCc1cccnc1 | -7.0% | 4.6% | 20.4% | -8.5% | 8.3% | -12.5% | 1.4%
O=C(COc1ccc(S(=O)(=O)Nc2ccccc2)cc1)N1CCOCC1 | 10.1% | 3.0% | 6.5%[1.9 µM] | -1.2% | -24.0% | 5.8% | 2.8%
Cc1cc(C)n(CC(O)Cn2c3ccc(Cl)cc3c3cc(Cl)ccc32)c(=O)n1 (stereo not drawn) | 1.1% | -8.5% | -36.7% | -8.7% | -25.9% | ? | -3.9%
Cc1ccc(-c2ncccc2OC(=O)C23CC4CC(CC(C4)C2)C3)cc1 | -4.1% | -10.7% | -16.2% | 13.0% | 11.8% | 15.3% | 9.0%
COc1ccc(N2CC(C(=O)O)CC2=O)cc1 (stereo not drawn) | 1.7% | 4.3% | 11.1%[10 µM] | 0.3% | 3.5% | 2.1% | 3.5%
COc1ccc(NC(=O)CN(C)C(=O)c2oc3ccccc3c2C)cc1 | -3.8% | -19.3% | . | -4.1% | ? | . | 1.7%
CSc1cccc(NC(C)=O)c1 | -4.8% | 2.1% | . | -2.5% | 4.1% | 11.3% | -0.7%
CCN(c1ccc(NC(=O)CN2C(=O)NC3(CCOc4ccccc43)C2=O)cc1)C(C)C (stereo not drawn) | -0.4% | 3.2% | -0.4% | -13.8% | -2.9% | -4.7% | -7.0%
Cc1[nH]c2ccccc2c1C(=O)COC(=O)c1c(-c2ccccc2)noc1C | -3.8% | -6.1% | -20.9%[10 µM] | -11.2% | ? | ? | -1.3%
CC(C)(C)NC(=O)c1nc2nc(-c3ccccc3)cc(C(F)(F)F)n2n1 | -0.6% | 6.7% | . | 0.0% | -11.1% | 9.5% | 7.0%
CCCCn1nnc(NC(=S)NC(=O)c2ccc(-c3cccc(Cl)c3Cl)o2)n1 | -3.8% | 5.1% | 18.3%[10 µM] | -3.5% | -3.3% | -1.2% | -10.1%
CC1CN(c2nc(-c3ccccc3)nc3ccccc23)CC(C)O1 (stereo not drawn) | -7.5% | -2.2% | -6.9% | -30.9% | -10.0% | 0.0% | 7.6%
COC(=O)/C=C/C(=O)Nc1ccc(O)c(Cl)c1 | -13.8% | 2.7% | . | -12.6% | 0.4% | ? | -0.7%
Cc1ccc(-n2ncc3c(NNC(=O)Cc4ccccc4)ncnc32)cc1 | 7.1% | -1.3% | -8.2%[10 µM] | -1.9% | -29.9% | 8.8% | 4.9%
CC(=O)Nc1ccc(SC(C)C(=O)NC(N)=O)cc1 (stereo not drawn) | -1.0% | 6.7% | 24.2% | -12.6% | 6.4% | 8.7% | 2.5%
Cc1ccc(Cn2nnc3c(=O)n(CC(=O)NCc4ccco4)cnc32)cc1 | 1.8% | 0.6% | 6.2%[10 µM] | 1.5% | 16.7% | -27.3% | -8.7%
O=c1nc(SCc2c(F)cccc2Cl)nc(-c2ccc(Cl)cc2)[nH]1 | 7.2% | 6.6% | 25.1%[10 µM] | . | 4.8%[9.22 µM] | . | 7.5%
O=C(NCC1CCC(C(=O)O)CC1)c1cccnc1 (stereo not drawn) | 2.1% | -8.9% | -12.0%[0.074 µM] | -4.3% | 4.4% | 9.9% | 1.8%
CC(C)=CCC/C(C)=C/CC/C(C)=C/CC/C(C)=C/CC/C(C)=C/CC/C(C)=C/CC/C(C)=C/CC/C(C)=C/CC/C(C)=C/CO | 5.2%&2.6% | . | . | . | . | 12.3% | 12.7%
CN(C)S(=O)(=O)c1ccc2[nH]cc(/C=C/c3nc4ccccc4c(=O)n3-c3ccccc3)c2c1 | -2.7% | 10.9% | -63.1%[inhibitor] | ? | ? | ? | -3.1%
Cc1c(N2C(=O)/C(=C\c3cccc4ccccc34)SC2=S)c(=O)n(-c2ccccc2)n1C | -4.7% | 2.2% | 22.2%[10 µM] | -8.3% | 11.9% | -15.4% | -3.8%
Nc1cc2ccccc2oc1=O | -4.6% | -10.0% | 0.1% | 3.3% | -2.8%[9.22 µM] | 6.7% | -1.9%
Cc1cc(C)c2c(=O)c(/C=C3\NC(=S)NC3=O)coc2c1 | 3.4% | -7.7% | 12.0%[10 µM] | . | -8.0%[9.22 µM] | . | 13.5%
O=C(O)CSC(C(=O)Nc1ccc(Br)cc1)c1ccc(Cl)cc1 (stereo not drawn) | 0.6% | -13.7% | -20.1% | -30.9% | 9.6% | -0.3%[46 µM] | 1.5%
CCOC(=O)c1nnn(-c2nonc2N)c1-c1cccc2ccccc12 | -23.1% | -1.7% | -0.9%[10 µM] | 0.3% | -11.0% | -19.3% | 0.5%
CCc1ccc(OCc2nnc(SCC(=O)Nc3cccc(C(=O)N4CCOCC4)c3)o2)cc1 | 5.2% | -12.3% | . | -0.1% | 7.6% | -12.7% | 5.6%
C=CCn1c(SCc2csc(C)n2)nc2sc3c(c2c1=O)CCC(C)C3 (stereo not drawn) | 2.3% | -13.0% | 1.8%[10 µM] | -2.6% | ? | -11.7% | 3.6%
CCn1c(SCC(=O)N2CCCc3ccccc32)nnc1-c1cccs1 | 10.6% | 3.1% | 8.2%[10 µM] | -5.4% | -10.6% | -7.2% | 6.2%
Cc1ccc2oc(/N=C(\N)NC(=O)C(C)(C)C)nc2c1 | 3.5% | 4.1% | -71.9%[inhibitor][10 µM] | -3.8% | 14.1%[9.22 µM] | . | -5.5%
Nc1c(Cl)cc(Cl)cc1Cl | 10.8% | . | -8.9% | . | . | . | 18.8%[21.7 µM]
Cc1nn(C)cc1C(C)Nc1nc2nonc2nc1N1CCCCC1 (stereo not drawn) | -0.2% | 17.1% | 13.9%[10 µM] | -16.2% | 13.8%[9.22 µM] | 12.4%[46 µM] | -0.5%
Cc1cccc2cc(CN(Cc3ccc(F)cc3)C(=O)C(F)(F)F)c3nnnn3c12 | -2.3% | -0.4% | 22.5%[1.9 µM] | -1.1% | -4.6% | 3.1% | 2.3%
CCn1cnc2c1c(=O)n(CC(=O)NCc1ccccc1)c(=O)n2Cc1ccccc1 | 1.7% | -11.8% | 33.7%[10 µM] | -6.0% | -7.5% | -6.5%[46 µM] | -2.2%
CCCN(CCC)c1ccc(/C=C/c2ccc3cc(OCC)ccc3n2)cc1 | 5.2% | -2.2% | 18.0%[10 µM] | . | 8.9%[9.22 µM] | . | 4.9%
O=C1OCC2=C1C(c1ccc(F)cc1)Sc1ccccc1N2 (stereo not drawn) | -8.3% | 2.7% | 12.5% | -8.1% | -30.0% | -6.5% | -12.6%
COc1cc(C(=O)N2CCN(C(=O)c3ccco3)CC2)cc(OC)c1OC | -5.2% | 1.0% | 3.1% | -1.2% | 20.1% | -3.2% | 2.9%
COC(=O)C1=C(C(=O)OC)[C@@H]2N(C)c3ccccc3[C@@]23C[C@@H](C(=O)OC)N(S(=O)(=O)c2ccc(Br)cc2)C3=N1 | 0.7%[17.4 µM] | . | 7.4%[10 µM] | . | . | 4.0%[9.22 µM] | -3.8%[13.1 µM]
O=S(=O)(c1ccc(Cl)cc1)N1CCCN(c2ccc(C(F)(F)F)cn2)CC1 | -4.8% | -10.5% | 19.9%[10 µM] | . | -10.6%[9.22 µM] | . | 22.5%

Three compounds already listed, arranged by the value under GAA inhib, largest number first:
mol | GAA inhib
COc1cc(C(=O)N2CCN(C(=O)c3ccco3)CC2)cc(OC)c1OC | -1.2%
Cc1ccc(-n2ncc3c(NNC(=O)Cc4ccccc4)ncnc32)cc1 | -1.9%
O=C(NCC1CCC(C(=O)O)CC1)c1cccnc1 (stereo not drawn) | -4.3%

Already shown: entries from further up.
SMILES | aGlu spleen mod | GAA glycogen mod | HTT cytoprotect | GAA inhib | HTT aggregate | LMNA splice mod | CBFb RUNX1 block
O=C1OCC2=C1C(c1ccc(F)cc1)Sc1ccccc1N2 (stereo not drawn) | -8.3% | 2.7% | 12.5% | -8.1% | -30.0% | -6.5% | -12.6%
COc1cc(C(=O)N2CCN(C(=O)c3ccco3)CC2)cc(OC)c1OC | -5.2% | 1.0% | 3.1% | -1.2% | 20.1% | -3.2% | 2.9%
